XiGFP reactiv – reactivates the inactive X chromosome in mouse fibroblasts. XiGFP mouse fibroblasts, % GFP-positive cells imaging, 3 d; cells co-treated with 5-aza-dC sensitizer; scaled so ellipticine positive control = 100%. activation, % at 7.58 µM. actives 0.055% (n = 360,000);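 active = mean normalized replicate activation at least 10% and every replicate at or above 10%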;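 also: 0% = median of on-plate neutral control wells and 100% = ellipticine 6 µM median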
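Schedule: 3 d treatment, 15 min room-temperature fixation; system: 68-5-11 XiGFP fibroblast line; buffer or medium: DMEM plus 5-aza-dC sensitizer; control set: ellipticine 6 µM positive control; compound: one concentration, pinned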
ARNT TACC3 PPI – ARNT/TACC3 interaction disruption; Q9Y6A5; AlphaScreen His-ARNT PAS-B/GST-TACC3 binding, luminescence; TACC3 fragment carries E629A point mutation; inhibition, % at 9.99 µM; actives 0.66% (n = 390,000); AID 623870;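 active = mean inhibition of replicates at least 50% and at least half of replicates each reaching 50%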;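 also: 0% = complete ARNT plus TACC3 wells and 100% = ARNT alone without TACC3; many hits fall short of the cut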
ERAP1 HTS inh – inhibitors of human ERAP1 aminopeptidase. inhibition, % at 10.7 µM. recombinant ERAP1, Leu-AMC fluorescence, 60 min. actives 0.15% (n = 340,000). Q9NZ08;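 active = mean replicate inhibition of at least 30%, or all replicates individually reaching that 30% level; inactive = mean below 30% and not every replicate reaching it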;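 also: 0% = neutral control wells and 100% = L-leucinethiol positive control wells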
RAD52 anneal inh – RAD52 (human) annealing inhibition. recombinant RAD52 DNA annealing, FRET fluorescence. actives 0.46% (n = 360,000). AID 651710. inhibition, % at 18.7 µM;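 active = every replicate showing at least 50% inhibition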
Target sequence (P43351 whole entry, looked up): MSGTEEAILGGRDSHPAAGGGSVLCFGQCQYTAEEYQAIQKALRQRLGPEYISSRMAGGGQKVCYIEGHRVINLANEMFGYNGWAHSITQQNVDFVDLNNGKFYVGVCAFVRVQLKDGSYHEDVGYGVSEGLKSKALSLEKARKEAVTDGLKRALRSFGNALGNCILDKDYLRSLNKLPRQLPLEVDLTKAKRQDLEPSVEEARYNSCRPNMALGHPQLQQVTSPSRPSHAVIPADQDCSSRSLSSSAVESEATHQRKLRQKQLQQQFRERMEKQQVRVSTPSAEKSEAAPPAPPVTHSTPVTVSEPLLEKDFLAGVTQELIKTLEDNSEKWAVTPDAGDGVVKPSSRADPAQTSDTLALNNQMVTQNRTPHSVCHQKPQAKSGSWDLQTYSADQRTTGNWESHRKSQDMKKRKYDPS
CFTR F508del cor – correctors of CFTR F508del function in bronchial epithelial cells | CFBE cells, YFP halide quenching; stimulated with forskolin plus potentiator P3; % fluorescence drop versus neutral controls | actives 0.36% (n = 350,000) | activity (quench increase), % at 7.58 µM;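 active = mean added fluorescence quench of at least 8% versus neutral control, with both replicates also reaching 8%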;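 also: cells transiently co-express mutant CFTR-F508del with the halide-sensitive YFP; corrector assay measuring rescue of mutant channel to the surface after 24 h compound exposure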
INS-1E GSIS act – GLuc luminescence reporter in INS-1E cells, primary screen for activators of glucose-dependent secretion of insulin | activation, % at 16.6 µM | INS-1E GLuc reporter insulin secretion, 2-3 h | actives 0.61% (n = 370,000);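 active = lowest replicate activation of at least 40%, so every replicate reaches that level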;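 also: 0% = median of neutral control wells and 100% = median of IBMX positive control wells; some compounds called inactive have numbers as strong as hits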
esBAF inh – blocks esBAF chromatin remodeling in mouse ES cells; reporter increase, % at 12.5 µM; actives 2% (n = 350,000); Bmi1-luciferase knock-in reporter, 24 h; 100% = twice the neutral-well signal; in the data active = activation above about 40%;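 also: 0% = median of the plate's neutral control wells and 100% = double that signal; a rise in the Bmi1 reporter signal indicates esBAF inhibition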
RAD54 inh – blocks human RAD54 Holliday junction branch migration; AID 602329; FAM/BHQ fluorescence; inhibition, % at 10.4 µM; actives 0.14% (n = 360,000); Q92698;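 active = mean normalized replicate activity at least 40 and at least half of replicates scoring 40 or more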;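 also: 0% = median of neutral control wells and 100% = median of positive control wells; inhibitors cause a drop in the FAM fluorescence signal; in these data hits start at about 50%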
Starred values were filed as active, the others as inactive; / = not tested or not shown; & = joins results of further samples.

Below each compound: XiGFP reactiv | ARNT TACC3 PPI | ERAP1 HTS inh | RAD52 anneal inh | CFTR F508del cor | INS-1E GSIS act | esBAF inh | RAD54 inh
- O=C(O)CC1S/C(=N/N=C/c2ccc(-c3ccc(Cl)c([N+](=O)[O-])c3)o2)NC1=O (centres undefined)
→ 0.2 | -10.7 | -5.6 | -13.4 | 2.7 | 2.9 | / | /
- C[C@H](CO)N1C[C@H](C)[C@H](CN(C)Cc2ccccn2)Oc2ncc(C#Cc3ccccc3)cc2C1=O
→ 0.5 | 7.3 | -0.1 | 13.6 | -1.1 | -9.1 | 0.8 | -4.0
- O=C(OCc1ccccc1)N1CCC2CC1c1ccc(N3CCNCC3)cc12 (centres undefined)
→ 0.0 | / | -1.6 | -25.1 | -2.6 | -13.6 | 32.0 | 10.8
- CC(C)N(C(=S)NCc1ccccc1)c1ccccc1
→ 0.0 | -5.8 | 8.1 | -3.4 | 0.7 | -16.3 | / | /
- COC(=O)Cc1ccc(NC(=S)NCc2ccco2)cc1
→ 0.0 | -5.5 | 1.2 | -9.5 | -3.0 | 4.8 | 17.1 | 4.7
- O=C(COc1ccc(Cl)cc1Cl)NCC1(N2CCOCC2)CCCCC1
→ 1.1 | -6.6 | -0.8 | -9.5 | -2.3 | -31.5 | -2.9 | 0.3
- CC(=O)c1ccc(S(=O)(=O)NCCC(=O)N2CCN(c3ccccn3)CC2)cc1
→ 0.0 | -3.4 | -1.2 | 4.5 | 1.4 | 2.0 | 9.0 | 7.3
- COC1c2ccccc2C(=O)N1CCc1ccc(Cl)cc1 (centres undefined)
→ 0.2 | -2.2 | -3.8 | -8.3 | 0.3 | 16.4 | 28.9 | 3.6
- COc1cccc(C(=O)C2CCCN(C(=O)c3ccc(C#CC(C)(C)O)cc3)C2)c1 (centres undefined)
→ 0.1 | 1.8 | -1.8 | -0.2 | 0.2 | -7.7 | / | /
- O=C(O)CCCN1C(=O)/C(=C\c2ccco2)SC1=S
→ 0.4 | 2.8 | 5.8 | -155.0 | -0.9 | 19.3 | / | /
- COc1cccc2c(=O)c(C(=O)O)c[nH]c12
→ / | 6.5 | 0.4 | -18.2 | 3.2 | 5.9 | -9.5 | 7.5
- Cc1ccc(C(=O)c2ccc(CC(=O)O)n2C)cc1
→ 0.2 | -5.3 | 0.5 | -10.0 | -0.2 | / | 6.7 | -0.4
- O=C(Cn1c2ccccc2c(=O)c2ccccc21)N/N=C/c1ccc(N2CCCC2)c([N+](=O)[O-])c1
→ 0.0 | 7.4 | / | / | / | -6.3 | / | 5.6
- Cc1ccc(/C=N/Nc2ccc(Cl)nn2)cc1
→ 0.1 | 3.4 | -0.6 | -6.7 | -1.3 | 5.1 | / | /
- COc1ccc2c3c([nH]c2c1)[C@@H](CO)N(C(=O)C1CCOCC1)CC31CCN(C(=O)NC(C)C)CC1
→ 0.3 | / | 1.7 | -9.7 | -1.6 | 8.4 | / | /
- Cc1ccc(C)c(NC(=O)CN(C)C(=O)c2sccc2C)c1
→ -0.1 | / | -6.8 | -8.6 | 1.4 | -13.0 | -15.5 | 5.9
- Cc1cc(C)cc(NC(=O)C(=O)NCCc2c[nH]c3ccccc23)c1
→ 0.0 | 4.2 | 1.9 | -16.2 | 0.8 | / | -1.3 | -3.4
- CC1(C)CC2(CC(c3ccccc3)c3ccc(O)cc3O2)NC(=S)N1 (centres undefined)
→ 0.2 | 4.4 | 8.5 | -6.8 | -1.6 | -13.4 | / | /
- CC(C)(C)c1ccc(CC(=O)N2CCC2(C)C(=O)NS(=O)(=O)c2ccc(F)cc2F)cc1 (centres undefined)
→ 0.0 | / | 1.0 | 1.8 | 2.3 | -5.4 | -1.5 | -6.1
- CCCCCC(=O)N1C[C@H](O)[C@@H](n2cc(-c3ccc(F)cc3)nn2)C[C@@H]1c1ccccc1
→ 0.8 | / | 0.7 | 2.0 | -1.8 | -23.2 | -0.6 | /
- CC1(CCc2ccccc2)NC(=O)N(CC(=O)O)C1=O (centres undefined)
→ 0.2 | -9.1 | / | -8.8 | -1.1 | 19.2 | -4.2 | -2.9
- OC[C@@H]1CN(Cc2ccccc2)C[C@H](n2cnc3c(NCc4ccco4)ncnc32)O1
→ 0.1 | / | 0.9 | -29.0 | 1.0 | 8.5 | -5.2 | -5.0
- COc1ccc(Br)cc1-c1nc(CCl)cs1
→ 0.0 | -3.0 | -2.3 | -15.0 | 2.9 | 7.9 | / | /
- CC(=O)c1ccc(NC(=S)Nc2cccc3cnccc23)cc1
→ 0.1 | 33.3 | 0.1 | -3.8 | 1.9 | -8.2 | / | /
- Cc1ccc(S(=O)(=O)NCC[C@H]2CC[C@@H](NC(=O)c3ccccn3)[C@H](CO)O2)cc1
→ 0.4 | -13.6 | -1.5 | -8.5 | -0.3 | -6.4 | 0.4 | 1.2
- CCOc1ccccc1NC(=O)CN(c1ccc(OC)cc1)S(=O)(=O)c1c(C)[nH]c(=O)[nH]c1=O
→ 0.2 | 55.0* | -1.1 | -66.0 | 1.9 | -10.7 | -10.9 | -7.1
- CCOc1cc(C(=O)Nc2ncn[nH]2)cc(OCC)c1OCC
→ -0.1 | 0.2 | 2.4 | -8.4 | -0.2 | 1.1 | / | /
- CC1CCN(C(=O)C(=O)Nc2sc3c(c2C(=O)O)CC(C)(C)OC3)CC1
→ 0.0 | 0.2 | -0.6 | -18.3 | 0.2 | 2.8 | -3.1 | /
- CO[C@H]1CN(C)C(=O)c2ccc(NS(C)(=O)=O)cc2OC[C@H](C)N(Cc2nccs2)C[C@H]1C
→ 0.1 | -1.3 | -0.2 | -4.0 | -1.5 | -2.7 | 0.2 | 7.3
- COc1ccc(-c2c(=O)n(OCc3ccccc3[N+](=O)[O-])c3ccccc3[n+]2[O-])c(OC)c1
→ 0.4 | / | 1.2 | -7.8 | 1.1 | / | / | /
- COc1cccc(OCc2cc(C(=O)NC3CCOCC3)no2)c1
→ 0.0 | 25.0 | -2.8 | -9.9 | -2.0 | 8.8 | 33.7 | -4.0
- COc1ccc2oc(C(=O)OC(C)C(=O)N3CCC(C)CC3)c(C)c2c1 (centres undefined)
→ 0.0 | 0.7 | 3.6 | -5.6 | -2.2 | 1.8 | 1.4 | -9.0
- O=C(C1CC1)N1CCN=C1SCc1cccc(F)c1
→ 0.2 | / | -0.4 | -8.3 | 3.3 | -11.6 | 4.2 | -0.3
- O=C(NNC(=S)NC(=O)c1cccc([N+](=O)[O-])c1)c1ccc(O)cc1
→ 0.0 | 16.5 | -8.0 | -5.0 | 1.9 | 8.6 | 9.9 | /
- CCOc1ccc(C(=O)Nc2nnc(S(=O)(=O)Nc3ccccc3C)s2)cc1
→ 0.0 | -4.3 | 3.2 | 4.1 | 0.6 | -5.1 | 0.0 | 10.1
- CC(C)(C)OC(=O)N1CCC(c2cc(=O)n3[nH]c(-c4ccc(Cl)cc4)cc3n2)CC1
→ 0.1 | -2.4 | / | -6.5 | -0.8 | -3.6 | -5.2 | 7.7
- CN=C(NC#N)SCC(=O)c1ccc(Cl)cc1Cl
→ / | -2.9 | / | / | / | 8.5 | 0.3 | 0.7
- C#CCNC(=O)C1=C[C@@H](c2ccc(Br)cc2)C[C@@H](OCc2ccc(CO)cc2)O1
→ 0.0 | -14.2&-3.7 | 0.7&0.3 | -12.9&-69.6 | 1.0&2.7 | -7.7 | 11.0 | 0.4&-2.1
- Oc1c(C(c2ccccc2)N2CCN(Cc3ccccc3)CC2)sc2ncnn12 (centres undefined)
→ 0.0 | 0.1 | 7.7 | -5.2 | 4.6 | 3.8 | 0.3 | -12.2
- CN1OC[C@@H]2CN(Cc3ccccc3)[C@H](c3cccc(-c4ccc(C#N)cc4)c3)C[C@@H]21
→ 0.0 | -0.6 | 1.4 | -12.3 | 1.9 | 6.8 | -7.4 | -1.7
- C[C@@H]1CN([C@H](C)CO)C(=O)Cc2cc(NS(=O)(=O)c3ccc(Cl)cc3)ccc2O[C@@H]1CN(C)C
→ -0.5 | -5.4 | 0.3 | -14.1 | 0.8 | 12.3 | -0.5 | 1.0
- COc1ccc(OC)c(Nc2nc(-c3c(C)nc4ncccn34)cs2)c1
→ 0.0 | 21.7 | -5.3 | -7.3 | -0.9 | -1.2 | 0.2 | 15.2
- O=c1cc(N2CCCCC2)[nH]c(=O)n1C1CCCCC1
→ 0.2 | -3.6 | 3.0 | -16.8 | 1.4 | / | 16.8 | -2.8
- CC1C(=O)N2CCCc3cc(S(=O)(=O)N4CCN(c5ccccc5F)CC4)cc1c32 (centres undefined)
→ 0.0 | / | -0.3 | -8.1 | -2.8 | -5.0 | 1.4 | -16.5
- COc1cccc(C(=O)Nc2ccc3c(c2)C(=O)N(C)[C@H]2CC[C@H](CC(=O)N[C@@H](C)c4ccccc4)O[C@H]2CO3)c1
→ 0.0 | -3.4 | -2.9 | -19.3 | -2.6 | -11.6 | 3.4 | 1.9
- Cc1ccccc1CCN(CC(=O)NCc1ccc(F)cc1)C(=O)c1csnn1
→ 0.2 | -3.9 | 1.1 | 3.4 | -3.6 | -18.1 | -2.4 | 2.5
- CN(C)CC(=O)N1[C@@H](C#N)[C@@H](c2ccc(C#CC3CCCCC3)cc2)[C@@H]1CO
→ -0.1 | -4.4 | 1.5 | 6.4 | -0.2 | -15.4 | -2.5 | -6.4
- O=C1N=C(N2CCOCC2)S/C1=C\c1ccccc1OS(=O)(=O)c1ccccc1
→ 0.1 | -1.6 | -1.7 | 0.6 | -1.3 | / | / | 5.8
- C=C(C)c1cccc(C(C)(C)NC(=O)NCc2ccc(OC)cc2)c1
→ 0.1 | -1.8 | 1.9 | 5.8 | -1.7 | / | / | 12.7
- C[C@H](CO)N1C[C@H](C)[C@@H](CN(C)S(=O)(=O)c2cn(C)cn2)Oc2cc(Br)ccc2S1(=O)=O
→ 0.1&0.8 | -3.8 | -1.6&-0.3 | -4.1&-6.5 | 3.5&-0.7 | -0.2&7.6 | -3.3&9.2 | -4.0&-0.2

Going on with the list.
Below each compound: XiGFP reactiv | ARNT TACC3 PPI | ERAP1 HTS inh | RAD52 anneal inh | CFTR F508del cor | INS-1E GSIS act | esBAF inh | RAD54 inh
- CN(CC(=O)Nc1ccc(Cl)cc1)C(=O)CCc1nc2sc3c(c2c(=O)[nH]1)CCCC3
→ 0.0 | -4.0 | 3.2 | -48.5 | 1.7 | 4.8 | 8.0 | -5.3
- Cc1ccc(C(=O)NC(C)c2ccc(-n3ccnc3)cc2)o1 (centres undefined)
→ 0.1 | 18.5 | 1.0 | -7.5 | 2.0 | 13.4 | -1.0 | /
- CCC(C)c1ccc(OCc2ccc(C(=O)OC)o2)cc1 (centres undefined)
→ 0.1 | -4.3 | / | -4.1 | -2.6 | -5.2 | / | /
- CCC(=O)NC(c1ccc(OC)c(OC)c1)c1cc(Cl)c2cccnc2c1O (centres undefined)
→ 0.0 | 7.6 | 5.5 | -8.6 | 0.8 | / | / | /
- CCOC(=O)C1CCN(C2CCN(C(=O)c3oc4c(F)cccc4c3C)CC2)CC1
→ -0.1 | 1.6 | 1.3 | -37.8 | 5.3 | 20.5 | / | 3.9
